# PfG6PD inh – PfG6PD (Plasmodium falciparum) enzyme inhibition | inhibition, % at 20 µM | 0.78% of 350,000 active | AID 504690 | PfGluPho enzyme, NADPH resazurin-diaphorase fluorescence;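 active means inhibition reaching at least a set limit at 20 µM in the primary screen, cut at about 59% in these data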;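 further: 0% = DMSO wells with substrate and 100% = DMSO wells lacking glucose-6-phosphate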
# NR3A LBD binder – NR3A (human) ligand-binding domain modulation. AID 1259313. 2.5% of 340,000 active. Tm shift relative to glycine control, % at 25 µM. NR3A LBD differential scanning fluorimetry, Tm shift; 0% = protein alone, 100% = glycine-bound protein;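 active means melting temperature shift of at least 10% of the positive control shift, at one fixed dose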
# ATG4B inhibitor – ATG4B (human) cysteine protease inhibition; 0.51% of 340,000 active; ATG4B cleavage of LC3-PLA2, NBD-HPC fluorescence, 1 h; inhibition, % at 8.33 µM; in the data active means inhibition above about 40%
# SENP7 inh – SENP7 protease inhibition; Q9BQF6; recombinant SENP7, Z-RLRGG-aminoluciferin luminescence, 40 min; inhibition, % at 5 µM; 1.5% of 330,000 active;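 active means inhibition above about 50% at the single test dose, limit read from the data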;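 further: plate controls were DMSO with enzyme for no effect and no enzyme buffer wells for full effect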
# Target sequence (Q9BQF6 706-1050 limits assumed): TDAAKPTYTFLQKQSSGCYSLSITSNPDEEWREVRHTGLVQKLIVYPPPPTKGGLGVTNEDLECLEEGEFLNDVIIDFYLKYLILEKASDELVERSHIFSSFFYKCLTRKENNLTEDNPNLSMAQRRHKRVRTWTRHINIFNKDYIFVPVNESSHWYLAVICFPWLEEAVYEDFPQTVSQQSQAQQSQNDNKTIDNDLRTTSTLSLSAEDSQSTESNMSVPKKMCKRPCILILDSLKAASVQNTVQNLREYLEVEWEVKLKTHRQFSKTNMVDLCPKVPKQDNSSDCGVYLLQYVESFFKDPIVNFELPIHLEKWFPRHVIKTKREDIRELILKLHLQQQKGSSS
# SENP6 inh – blocks the human protease SENP6. Q9GZR1. Recombinant SENP6 catalytic domain, aminoluciferin luminescence. inhibition, % at 10 µM. 1.8% of 330,000 active. AID 2599;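 active means inhibition above about 50% at the single tested dose, limit read from the data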;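 further: plate controls were DMSO wells with enzyme for no effect and DMSO wells lacking enzyme for full effect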
# Target sequence (Q9GZR1 628-1112 limits assumed): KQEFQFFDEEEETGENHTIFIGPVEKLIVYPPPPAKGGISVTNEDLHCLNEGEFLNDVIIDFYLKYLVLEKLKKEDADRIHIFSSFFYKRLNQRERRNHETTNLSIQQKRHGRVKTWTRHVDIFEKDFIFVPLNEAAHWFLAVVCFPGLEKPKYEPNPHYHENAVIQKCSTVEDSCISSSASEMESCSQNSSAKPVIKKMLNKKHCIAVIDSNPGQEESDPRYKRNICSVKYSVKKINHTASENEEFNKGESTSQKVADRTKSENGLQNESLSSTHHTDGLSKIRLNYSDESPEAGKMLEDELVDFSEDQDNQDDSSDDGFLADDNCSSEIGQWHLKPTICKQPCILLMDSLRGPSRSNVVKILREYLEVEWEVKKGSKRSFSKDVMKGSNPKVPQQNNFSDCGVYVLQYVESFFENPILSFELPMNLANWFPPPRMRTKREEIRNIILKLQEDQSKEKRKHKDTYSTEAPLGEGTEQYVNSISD
# HKDC1 inh – HKDC1 (human) hexokinase inhibition; AID 493160; 0.16% of 340,000 active; inhibition, % at 20 µM; Q2TB90; recombinant HKDC1, G6PDH/diaphorase resazurin coupled fluorescence;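 active means inhibition above about 35% when tested at 20 µM, limit read from the data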;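 further: plate controls were DMSO wells with enzyme for no effect and DMSO wells lacking enzyme for full effect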
#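 Test system: HK5 enzyme. Quantity: 5 µg/mL HK5 final. Reagent: glucose and ATP substrates. Schedule: 90 min reaction incubation at room temperature, dark. Technique: resazurin-to-resorufin fluorescence via G6PDH and diaphorase coupling, 525/613 nm. Control set: DMSO wells with and without enzyme mix.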
# SENP8 block – inhibitors of human SENP8 protease; inhibition, % at 20 µM; Q96LD8; 0.64% of 360,000 active; recombinant SENP8, Nedd8 substrate fluorescence; in the data active means inhibition mostly above about 40%, no sharp cut-off; inactive means mostly below about 27%
# Target sequence (Q96LD8 whole entry, looked up): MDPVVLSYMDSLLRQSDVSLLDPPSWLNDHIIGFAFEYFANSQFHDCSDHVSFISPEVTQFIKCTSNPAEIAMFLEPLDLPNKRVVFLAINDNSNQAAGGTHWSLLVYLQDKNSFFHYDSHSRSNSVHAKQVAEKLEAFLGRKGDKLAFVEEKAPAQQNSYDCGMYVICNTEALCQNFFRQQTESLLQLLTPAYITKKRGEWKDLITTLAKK
# MPTP block – inhibitors of mitochondrial permeability transition pore. AID 602449. 1.4% of 360,000 active. inhibition, % at 10 µM. isolated mouse mitochondria, Ca2+ swelling absorbance, 30 min;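 active means inhibition of 50% or more, scaled per plate between neutral and stimulator controls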;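 further: 0% = DMSO wells given calcium and 100% = 1 mM EGTA wells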
# * = called active by the depositor; i = inactive; · = no result given.
SMILES,PfG6PD inh,NR3A LBD binder,ATG4B inhibitor,SENP7 inh,SENP6 inh,HKDC1 inh,SENP8 block,MPTP block
CC(C)Cn1c(SC(C)C(=O)NC2CC2)nnc1-c1ccccc1F (centres undefined),12,0,-9,3,3,0,14,-0.3
Cc1cc(C(=O)COC(=O)c2ccc[nH]c2=O)c(C)n1CCc1ccc(F)cc1,-12,2,-9,9,6,-2,5,2.1
CCCCC(CCC(=O)O)(C(=O)OCC)c1csc(Nc2ccc(C)cc2)n1 (centres undefined),-7,-2,2,4,-5,-4,17,-0.4
O=C(NC(=S)Nc1cccc(Cl)c1N1CCCC1)c1ccc(-c2cccc([N+](=O)[O-])c2)o1,-3,5,0,-6,2,-7,14,-1.7
COc1ccc(NC(=O)CN2CCCCCC2)cc1OC,0,3,-2,5,-3,-6,16,-0.8
CCC(=O)Nc1ccc(N2CCN(Cc3ccccc3)CC2)cc1,-17,-1,-12,0,-13,-1,26,-3.2
O=C(Nc1ccc(Oc2cccnc2)cc1)C1CCN(Cc2ccccc2F)CC1,5,2,2,-4,0,0,-1,2.1
CC(C)(C)C(=O)O/N=C(\N)c1ccc(Oc2cc(Cl)cc(Cl)c2)c([N+](=O)[O-])c1,8,-3,-5,3,-11,-5,4,1.0
CCSc1nnc2n(-c3ccc(OC)cc3)c(=O)c3c4c(sc3n12)CCCC4,2,-2,1,-3,-22,10,14,-1.4
CCCCNC(=O)CCc1c(C)nc2nc(-c3cc(OC)cc(OC)c3)nn2c1C,11,-2,-11,1,-22,1,7,8.3
Cc1nn(C)cc1S(=O)(=O)N1CCN(Cc2ccccc2Cl)CC1,-7,-1,-8,6,10,-8,12,-2.0
COc1cc(/C=C2\CCc3c2nc2ccccc2c3C(=O)O)cc(OC)c1OC,2,0,1,-1,6,11,-421,1.9
COc1cc(NS(=O)(=O)c2ccc(NC(C)=O)cc2)nc(OC)n1,-2,-2,-8,-14,-13,-12,12,-0.5
C=CCNc1cc(F)ccc1S(=O)(=O)NCC=C,11,6,-1,0,·,-4,0,2.1
COc1cc(C)c(NC(=O)c2cc(C3CC3)nc3c2cnn3C(C)C)cc1OC,7,1,-6,-1,-17,-2,4,0.4
O=C(NCc1ccco1)c1cnccn1,5,0,0,0,-20,-9,3,-2.8
Cc1cc(C)cc(NC(=S)N2CCN(CCO)CC2)c1,5,6,-4,-1,-4,-6,12,-1.2
Cn1c(Cn2c(=O)sc3ccccc32)nnc1SCC(=O)NC1CCCC1,-4,-2,8,1,7,-5,12,-2.1
CC(C)CN1C(=O)C(=O)N(CC(=O)Nc2cccc(Cl)c2Cl)C1=O,9,3,-8,1,0,-2,11,0.2
Cc1ccc(Cn2c(CCC(=O)O)nc3ncccc3c2=O)cc1,-9,0,7,5,-3,0,13,-0.1
CCn1c(-c2ccccc2Cl)nn(CC(=O)NCCc2ccccc2)c1=S,-2,1,-9,-4,-4,6,21,0.1
O=C(NC1CCCN(Cc2ccccc2F)C1)c1cccs1 (centres undefined),-6,2,-4,-11,-13,-1,1,0.3
Cc1ccn2cc(C(=O)NC3CCN(Cc4ccccc4)CC3)nc2c1,-8,4,-4,6,0,6,-7,0.2
CCC(=O)c1c[nH]c(C(=O)NCc2cccnc2)c1,0,1,-8,-3,7,-11,0,-0.2
CC(C)CN1CCN(CCCc2ccccc2)C(CCO)C1 (centres undefined),2,0,-2,6,1,-7,16,1.2
# The list goes on:
SMILES,PfG6PD inh,NR3A LBD binder,ATG4B inhibitor,SENP7 inh,SENP6 inh,HKDC1 inh,SENP8 block,MPTP block
Cc1ccccc1OCC(=O)NN1CCN(C)CC1,-5,0,-7,3,15,-8,11,0.3
CN(C)S(=O)(=O)N(CC(=O)N(Cc1ccccc1)Cc1ccccc1)c1ccccc1,-2,0,12,2,4,2,18,-2.2
Cc1cccc(C)c1OCC(=O)NNC(=O)CNC(=O)c1ccc(OC(F)F)cc1,-12,0,-3,1,-3,0,-2,-0.3
CC(=O)N1CCOc2ccc(S(=O)(=O)NCC3CCC(C(=O)NCCC(C)C)CC3)cc21 (centres undefined),2,-3,-6,5,-17,-1,10,0.1
CCc1c(O)c(-c2ccccc2)c(=O)n(-c2ccccn2)c1-c1ccccc1,18,1,-2,4,3,9,-18,3.6
C/C(=N\NC(=O)c1ccc(CSc2nncn2C)cc1)c1cccs1,-10,-4,-1,3,-18,-5,7,1.1
CCOC(=O)Cc1cc(-c2ccc(F)cc2)nc2ccc3ccccc3c12,8,2,29,·,·,-12,-332,2.2
Cn1ncc2c(=O)[nH]c(N)nc21,-4,9,-7,·,·,-6,11,2.2
COc1ccccc1NC(=O)CSc1nc2sc(C)c(C)c2c(=O)n1Cc1ccco1,7,-1,6,0,5,2,22,1.1
COc1ccc(C(O)P(=O)(OCc2ccccc2)c2ccc(N(C)C)cc2)cc1 (centres undefined),-5,0,-6,5,2,1,20,1.6
COC(=O)CCC(=O)Nc1sc2c(c1C#N)CCCC2,24,-2,-5,14,-5,-4,15,-0.4
CCn1c(SCC(=O)N2CCCC(C)C2)nnc1-c1ccc(S(=O)(=O)N2CCN(C)CC2)cc1 (centres undefined),-10,-1,-4,-11,-8,-5,10,3.8
CC(C)=C(NC(=O)c1ccccc1)C(=O)Nc1cccc(C(=O)O)c1,-18,-1,-1,-1,7,-10,5,-0.7
CCNc1nc(NCC)nc(OCCNS(=O)(=O)c2cc(C)ccc2C)n1,1,-2,-8,0,-4,0,6,1.6
COc1ccc(S(=O)(=O)N2CCCCC2)cc1NC(=O)Cc1cccc(C(F)(F)F)c1,-7,-8,3,-12,-12,-2,9,-0.3
COc1ccc(OCC(=O)NNC(=O)c2cc3ccccc3o2)cc1,-5,0,3,-2,-25,-13,-1,0.8
Cc1ccc(N(Cc2ccccc2)C(=O)c2cccc(S(=O)(=O)N3CCOCC3)c2)cc1,10,0,0,2,-5,2,11,0.1
CCCCN(C(=O)C1CCN(C(=O)c2ccccc2C)CC1)c1c(N)n(CCCC)c(=O)[nH]c1=O,7,0,-2,-4,10,-1,3,-0.7
COc1ccc(COc2cc(-c3cccc(OC)c3)nc3ccc(N)cc23)cc1,18,-10,-6,-2,9,0,-483,1.1
Oc1cccc(/C=N/n2c(C3CCCCC3)n[nH]c2=S)c1,27,-3,-9,1,15,-1,18,0.7
CC(C)CCn1c(=O)c2ccccc2n2c(CN3C(=O)NC4(CCC(C)CC4)C3=O)nnc12 (centres undefined),9,5,-17,5,0,3,0,0.5
CC(=O)c1ccc(OCCCC(=O)Nc2ccc3c(c2)OCCO3)cc1,-7,1,1,1,-3,-1,-3,0.7
CC(C)C(CO)NC(=O)CC(=O)NC(CO)C(C)C (centres undefined),-13,0,7,3,-7,3,5,-0.8
CCCCNC(=O)COC(=O)c1ccc(SC)cc1OC,3,0,-7,-2,-5,-13,2,0.4
O=[N+]([O-])c1ccccc1S(=O)(=O)NC1CCCCCCC1,-3,-1,9,13,4,-3,15,1.5

# Arranged by value in ATG4B inhibitor (ascending): three of the compounds above
Molecule | PfG6PD inh | NR3A LBD binder | ATG4B inhibitor | SENP7 inh | SENP6 inh | HKDC1 inh | MPTP block
CC(C)CCn1c(=O)c2ccccc2n2c(CN3C(=O)NC4(CCC(C)CC4)C3=O)nnc12 (centres undefined) | 9 | 5 | -17 | 5 | 0 | 3 | 0.5
COc1ccc(OCC(=O)NNC(=O)c2cc3ccccc3o2)cc1 | -5 | 0 | 3 | -2 | -25 | -13 | 0.8
CN(C)S(=O)(=O)N(CC(=O)N(Cc1ccccc1)Cc1ccccc1)c1ccccc1 | -2 | 0 | 12 | 2 | 4 | 2 | -2.2

# (further entries)
SMILES,PfG6PD inh,NR3A LBD binder,ATG4B inhibitor,SENP7 inh,SENP6 inh,HKDC1 inh,SENP8 block,MPTP block
O=C(NC1CCCCC1)c1cc(-c2ccccc2O)on1,9,0,-3,11,-26,2,-9,1.5
CSc1ncccc1C(=O)N1CCN(S(=O)(=O)c2ccc3ccccc3c2)CC1,2,2,-63,-15,-17,0,6,0.5
CCOC(=O)c1ccc(NC(=O)C(=O)NCC2(c3ccc(OC)cc3)CCOCC2)cc1,10,-2,-6,-4,-19,6,26,2.9
COC(=O)CCC(=O)N1CCCC(N2CCN(c3cccc(C(F)(F)F)c3)CC2)C1 (centres undefined),-21,-2,-1,1,7,-3,16,-0.5
Cc1ccccc1-n1c(SCC(=O)NC2CCS(=O)(=O)C2)nc2ccccc2c1=O (centres undefined),13,0,-5,-4,0,6,5,0.2
CCSc1nc(C)cc(Oc2ccc(=O)n(C)n2)n1,0,1,-4,-9,9,-10,6,-0.2
O=C(NC1CCN(Cc2ccccc2)CC1)c1cc(S(=O)(=O)Nc2ccc(F)cc2)ccc1Cl,-3,0,-8,2,5,1,13,-1.1
O=C(Cc1c(F)cccc1Cl)NNC(=O)c1cccs1,8,0,0,11,0,5,-12,-1.4
CCC(C)NC(=O)CNC(=S)N(Cc1ccccc1F)C1CCCCC1 (centres undefined),-16,0,-1,0,-13,4,4,2.5
Cn1ccc(C(=O)Nc2cccnc2Cl)n1,5,2,0,-1,1,-4,-1,0.6
CC1CCCC(C)N1/N=C/c1cccc([N+](=O)[O-])c1 (centres undefined),-3,3,4,2,9,2,17,0.3
O=C(CN1c2cccc3cccc(c23)S1(=O)=O)N1CCN(c2ccc(F)cc2)CC1,4,0,-41,-6,-9,10,i,7.3
Cc1ccc(NCc2nnc(SCC(=O)Nc3ccccc3)n2CC2CCCO2)c(C)c1 (centres undefined),-11,-12,-9,7,3,-4,18,1.3
COc1ccc(-c2ccc(CCC(=O)O)n2CC2CCCO2)cc1 (centres undefined),-8,2,-5,-2,-2,13,-462,-1.9
CCCCCc1ccc(OCCCC[n+]2cccc(C)c2)c(CCCCC)c1,4,-9,17,1,-8,-12,7,10
O=C(c1ccccc1Br)N1CCN(Cc2ccc3c(c2)OCO3)CC1,-22,1,-10,-5,10,-1,15,0.2
CCn1c(SCc2nc3sc(C(=O)O)c(C)c3c(=O)[nH]2)nnc1-c1ccc(Cl)cc1,2,-1,-3,1,6,2,-12,-1.6
CC1=CC(=O)C(C(C)=Nc2ccccc2Cl)C(=O)O1 (centres undefined),1,0,-5,2,-10,1,21,0.6
CCCc1ccc2oc(C(=O)N3CCNC(=O)C3CC(=O)OC)c(C)c2c1 (centres undefined),3,2,-1,10,-23,-5,8,0.1
COc1cc(/C=N/NC(=O)C(=O)NCc2cccnc2)cc(OC)c1OC,21,-2,-5,-7,-17,-9,-41,0.3
COc1ccc(NC(=S)NCc2ccccc2Cl)c(OC)c1,-9,-4,4,-9,12,-3,12,0.3
c1ccc(CN(Cc2ccccc2)c2nn[nH]n2)cc1,-10,0,2,-8,-9,-7,26,1.5
COc1ccc(C(=O)Oc2ccc(Br)cc2C(=S)N2CCOCC2)cc1,9,1,-13,6,-1,4,17,-0.9
COCCNC(=O)Cn1cc(C(=O)c2ccco2)c2ccccc21,-10,-1,1,-2,-8,-6,-48,2.0
COc1ccc(C(=O)[C@H]2[C@H]3C(=O)N(c4ccc(C)cc4)C(=O)[C@H]3C3C=CC=NN32)cc1 (some centres undefined),-12,0,3,-1,-2,1,15,1.5
O=C(Cc1ccccn1)c1ccc(Cl)cc1,6,1,-2,15,31,-3,-111,-2.0
CCN(N=Nc1cccc([N+](=O)[O-])c1)c1cccc([N+](=O)[O-])c1,11,-30,-10,-8,-8,-8,19,3.7
CCOC(=O)c1ccccc1NC(=O)Cn1cnc2c(cnn2-c2ccccc2)c1=O,4,5,-9,2,-5,6,8,-1.1

# Whole records, looked up by structure. Values in the order: PfG6PD inh, NR3A LBD binder, ATG4B inhibitor, SENP7 inh, SENP6 inh, HKDC1 inh, SENP8 block, MPTP block
# CN(C)S(=O)(=O)N(CC(=O)N(Cc1ccccc1)Cc1ccccc1)c1ccccc1 is listed as -2, 0, 12, 2, 4, 2, 18, -2.2
# Cc1ccn2cc(C(=O)NC3CCN(Cc4ccccc4)CC3)nc2c1 is listed as -8, 4, -4, 6, 0, 6, -7, 0.2
# CCC(C)NC(=O)CNC(=S)N(Cc1ccccc1F)C1CCCCC1 (centres undefined) is listed as -16, 0, -1, 0, -13, 4, 4, 2.5
